Screening data deposited in PubChem BioAssay by several laboratories.
procasp7 counter = counter-screen for procaspase-3 activators: activators of human procaspase-7; AID 463210; activation, % at 8.5 µM; recombinant procaspase-7, Ac-DEVD-pNA absorbance 405 nm; D23A/D198A/D206A triple mutant, cannot self-cleave; scale: DMSO 0, 5 µM enzyme 100; 0.093% of 330,000 active;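 active means percent activation above the screen-wide mean plus 3 SD, cut at about 25% in these data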
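Detection: p-Nitroaniline absorbance at 405 nm, read at 0 and 120 min; system: Uncleavable procaspase-7 mutant enzyme; evaluation: % activation from two-timepoint absorbance difference, scaled to controls; times: 1 h enzyme–compound preincubation and 2 h substrate reaction, both 25 °C; buffer or medium: Zinc-free HEPES pH 7.4 with 300 mM NaCl, 0.01% Triton X-100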
GASC-1 inh = blocks human GASC-1 demethylase activity | AID 2099 | 0.069% of 330,000 active | GST-JMJD2C(1-420) H3K9me3 demethylation, DELFIA europium | inhibition, % at 2.35 µM;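 active means more than half of a compound's replicate wells show inhibition beyond 50%, single wells judged on their own value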;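 further: signal counts dimethyl H3K9 product captured on neutravidin plate; 0% = median of DMSO wells and 100% = 0.3 times that DMSO median; strong numbers were not always called active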
LAP4 TOR yeast = yeast TOR pathway LAP4-GFP modulation. S. cerevisiae LAP4-GFP multiplex, flow cytometry GFP, 3 h; median GFP as percent of DMSO wells. GFP response vs DMSO, % at 10 µM. 0.34% of 320,000 active. AID 2023;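 active means GFP response vs DMSO above a set limit, about the screen mean plus 3 SD, cut at about 150% in these data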
RPL19A-GFP yeast = yeast TOR pathway RPL19A-GFP modulation | AID 2025 | S. cerevisiae RPL19A-GFP strain, flow cytometry, 3 h; stronger effect = lower value | 0.3% of 330,000 active | percent response vs DMSO, % at 10 µM;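 active means percent response vs DMSO below 50%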;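 further: median channel GFP fluorescence of the barcoded RPL19A-GFP strain; ratio of sample median GFP to plate DMSO average so 100% = DMSO; lower means less RPL19A-GFP as with rapamycin TOR inhibition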
procasp3 activ = activates human procaspase-3; P42574; recombinant procaspase-3 D3A, Ac-DEVD-pNA absorbance 405 nm; activation, % at 8.5 µM; 0.11% of 330,000 active; AID 463141;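 active means activation above the mean of all tested compounds plus 3 SD, cut at about 21% in these data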;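 further: 0% = DMSO alone and 100% = DMSO wells spiked with extra 5 µM PC-3 D3A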
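System: Procaspase-3 D3A mutant. Medium: Zinc-free 300 mM NaCl, 50 mM HEPES, 0.01% Triton X-100. Schedule: 1 h preincubation plus 2 h reaction at 25 °C. Measured by: 405 nm absorbance of p-nitroaniline, reads at 0 and 120 min. Read-out: percent activation relative to control range.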
AHR activator = activators of human aryl hydrocarbon receptor; AHR-responsive luciferase reporter cells, luminescence; P35869; activation, % at 5 µM; 2.5% of 320,000 active; in the data active means activation above about 47%;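 further: 0% = vehicle wells and 100% = reference agonist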
Target sequence (P35869 whole entry, looked up): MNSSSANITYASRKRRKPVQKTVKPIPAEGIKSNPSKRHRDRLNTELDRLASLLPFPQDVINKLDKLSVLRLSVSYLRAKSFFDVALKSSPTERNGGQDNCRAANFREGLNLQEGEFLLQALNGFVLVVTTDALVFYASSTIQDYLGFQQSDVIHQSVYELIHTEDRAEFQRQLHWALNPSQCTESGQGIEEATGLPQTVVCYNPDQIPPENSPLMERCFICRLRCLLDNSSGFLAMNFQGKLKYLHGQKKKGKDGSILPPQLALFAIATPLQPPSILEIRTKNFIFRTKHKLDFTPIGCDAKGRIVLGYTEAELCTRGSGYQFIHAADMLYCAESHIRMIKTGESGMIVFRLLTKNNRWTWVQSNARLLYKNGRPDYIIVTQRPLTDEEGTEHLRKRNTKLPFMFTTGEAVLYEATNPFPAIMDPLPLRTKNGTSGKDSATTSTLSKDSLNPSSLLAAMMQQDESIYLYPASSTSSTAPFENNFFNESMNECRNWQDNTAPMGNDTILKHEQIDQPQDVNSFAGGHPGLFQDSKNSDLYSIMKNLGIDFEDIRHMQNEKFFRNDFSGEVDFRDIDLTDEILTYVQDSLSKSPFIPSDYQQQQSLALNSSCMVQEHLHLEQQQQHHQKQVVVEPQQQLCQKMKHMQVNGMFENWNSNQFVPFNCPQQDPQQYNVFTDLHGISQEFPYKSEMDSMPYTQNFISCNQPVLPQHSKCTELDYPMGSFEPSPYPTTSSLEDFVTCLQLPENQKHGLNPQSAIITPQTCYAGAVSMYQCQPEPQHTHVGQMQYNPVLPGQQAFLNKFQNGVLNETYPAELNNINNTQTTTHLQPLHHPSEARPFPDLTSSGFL
Yeast superoxide = lowers age-related superoxide in aged yeast cells; 0.18% of 330,000 active; AID 2690; superoxide response (% of plate mean), % at 10 µM; S. cerevisiae aged cells, superoxide DHE fluorescence; stronger effect = lower value;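 active means superoxide response under a set limit, about three screen SD below normal, cut at about 65% in these data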;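 further: yeast aged for seven days with compound at 30 °C before DHE staining; 100% = average MFI of all compound-treated wells on the plate with controls excluded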
MEP2 TOR yeast = yeast TOR pathway MEP2-GFP modulation | GFP response vs DMSO, % at 10 µM | S. cerevisiae MEP2-GFP strain, flow cytometry GFP, 3 h; 100% = DMSO control level | AID 2016 | 0.51% of 330,000 active;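 active means GFP response versus DMSO above a set limit, roughly screen mean plus 3 SD, cut at about 180% in these data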;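 further: median GFP fluorescence of the barcode-gated MEP2-GFP cells per well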
* = called active by the depositor; · = no result given; [ ] = remark or other dose.

SMILES	procasp7 counter	GASC-1 inh	LAP4 TOR yeast	RPL19A-GFP yeast	procasp3 activ	AHR activator	Yeast superoxide	MEP2 TOR yeast
CCOc1ccc(OCC)c(NC(=O)CCn2c(=O)oc3ccccc32)c1	7	-5	107	101	4	6	92	100
O=C(COC(=O)C1(c2ccc(Cl)cc2)CCCC1)NC1CCS(=O)(=O)C1 (stereo not given)	3	33	91	96	3	0	96	93
O=S(=O)(c1ccc2c(c1)OCCO2)N1CCC(n2nnc3cc(F)ccc32)CC1	-3	-1	104	102	-2	0	107	107
CCOc1cc(C(=O)N=c2sccn2C)cc(Br)c1OC	5	15	90	111	4	55*	101	117
Cn1nnnc1Sc1ncnc2scc(-c3ccc(Br)cc3)c12	7	·	101	95	-5	12	123	98
COc1ccc(C(CCNCc2ccc(OC(C)C)cc2)C(C)C)cc1 (stereo not given)	7	13	109	102	-3	-1	91	106
N#Cc1c(N)n(CCNC(=O)c2ccccc2)c2nc3ccccc3nc12	-1	-9	91	104	-1	-12	119	103
COc1ccc(Br)cc1/C=N/N1CCN(Cc2ccccc2Cl)CC1	-4	4	108	104	5	3	99	108
CCN1/C(=C\C=C(C(C)=O)C(C)=O)Sc2ccccc21	-6	-2	109	99	-6	-1	99	103
C/C(CCc1ccccc1)=N\NC(=O)C1C2CCCCC21 (stereo not given)	3	3	109	94	0	8	108	87
Cc1cc(OC(=O)c2cccc(Cl)c2)c([N+](=O)[O-])c(=O)[nH]1	3	-41	113	97	2	1	82	100
O=C(CN(C(=O)CNS(=O)(=O)c1ccc(F)cc1)C1CCCC1)NCc1ccco1	4	9	94	99	8	1	85	106
Oc1ccc(Br)cc1-c1cc(-c2ccco2)[nH]n1	0	-11	103	·	-14	46	100	104
COc1ccc(/C=N/NC(=O)c2cccc([N+](=O)[O-])c2)cc1OC(=O)c1ccc(C)cc1	-4	-15	107	102	6	9	103	103
CCOc1ccccc1NC(=O)CC1Nc2cc(C)c(C)cc2NC1=O (stereo not given)	-8	-1	109	107	-13	45	102	107
Cc1ccccc1NC(=S)N(Cc1ccccn1)Cc1ccccc1Cl	4	-10	112	104	3	0	95	109
COc1ccccc1CNCC(=O)Nc1ccc(C#N)cc1	-8	4	100	111	-14	2	116	87
Cc1ccc(S(=O)(=O)NNC(=O)c2cc([N+](=O)[O-])c(C)c([N+](=O)[O-])c2)cc1	8	2	113	97	-5	5	97	98
O=C(Cc1ncc(C(F)(F)F)cc1Cl)NCc1cccnc1	11	-10	96	102	-4	6	106	102
Cc1ccc(Oc2nc(-c3ccccn3)nc3ccccc23)cc1	4	4	151*	93	0	3	81	100
COC(=O)CC1C(=O)NCCN1C(=O)Nc1ccc(Cl)c(Cl)c1 (stereo not given)	5	11	106	101	9	1	84	106
O=C(Nc1ccc(N2CCCC2)c(Cl)c1)c1ccc2c(c1)OCCO2	0	14	96	94	0	11	96	98
O=C(C1CCC(CNS(=O)(=O)c2ccccc2)CC1)N1CCOCC1 (stereo not given)	3	2	89	101	3	-1	100	100
CCC(C)[C@H](NC(=O)[C@@H]1Cc2ccccc2CN1C(=O)OC(C)(C)C)C(=O)NCC1CCC(C(=O)O)CC1 (stereo not given in full)	3	9	104	101	-4	0	93	99

No new results follow: an excerpt of the list.
SMILES	procasp7 counter	GASC-1 inh	LAP4 TOR yeast	RPL19A-GFP yeast	procasp3 activ	AHR activator	Yeast superoxide	MEP2 TOR yeast
C/C(CCc1ccccc1)=N\NC(=O)C1C2CCCCC21 (stereo not given)	3	3	109	94	0	8	108	87
Cc1cc(OC(=O)c2cccc(Cl)c2)c([N+](=O)[O-])c(=O)[nH]1	3	-41	113	97	2	1	82	100
O=C(CN(C(=O)CNS(=O)(=O)c1ccc(F)cc1)C1CCCC1)NCc1ccco1	4	9	94	99	8	1	85	106
Oc1ccc(Br)cc1-c1cc(-c2ccco2)[nH]n1	0	-11	103	·	-14	46	100	104
COc1ccc(/C=N/NC(=O)c2cccc([N+](=O)[O-])c2)cc1OC(=O)c1ccc(C)cc1	-4	-15	107	102	6	9	103	103
CCOc1ccccc1NC(=O)CC1Nc2cc(C)c(C)cc2NC1=O (stereo not given)	-8	-1	109	107	-13	45	102	107
Cc1ccccc1NC(=S)N(Cc1ccccn1)Cc1ccccc1Cl	4	-10	112	104	3	0	95	109
COc1ccccc1CNCC(=O)Nc1ccc(C#N)cc1	-8	4	100	111	-14	2	116	87
Cc1ccc(S(=O)(=O)NNC(=O)c2cc([N+](=O)[O-])c(C)c([N+](=O)[O-])c2)cc1	8	2	113	97	-5	5	97	98
O=C(Cc1ncc(C(F)(F)F)cc1Cl)NCc1cccnc1	11	-10	96	102	-4	6	106	102
Cc1ccc(Oc2nc(-c3ccccn3)nc3ccccc23)cc1	4	4	151*	93	0	3	81	100
COC(=O)CC1C(=O)NCCN1C(=O)Nc1ccc(Cl)c(Cl)c1 (stereo not given)	5	11	106	101	9	1	84	106
O=C(Nc1ccc(N2CCCC2)c(Cl)c1)c1ccc2c(c1)OCCO2	0	14	96	94	0	11	96	98

Further records.
SMILES	procasp7 counter	GASC-1 inh	LAP4 TOR yeast	RPL19A-GFP yeast	procasp3 activ	AHR activator	Yeast superoxide	MEP2 TOR yeast
Cn1c(/C=C/c2cccc(Br)c2)nc2ccccc2c1=O	-138	3	95	100	-50	5	133	98
COc1ccc(-c2csc(N(CCCN(C)C)C(=O)c3ccccc3C)n2)cc1	9	4	95	102	4	3	111	95
Cc1cccc(NC(=O)CO/N=C/c2ccc3c(c2)OCO3)c1	6	2	96	105	0	7	102	105
CCCCNC(=O)C1CC(=O)N(C2CCCCC2)C1 (stereo not given)	4	11	91	93	-14	1	100	99
COc1ccc(C(=O)Nc2ccc(Cl)cc2F)cc1S(=O)(=O)N1CCCC1	1	-1	95	95	-1	4	86	95
COCCCNC(=S)N/N=C/c1cccc(OC)c1O	4	-8	97	96	-12	10	118	86
S=C(NC1CCCCC1)N1CCN(Cc2ccccc2Cl)CC1	-5	26	109	93	4	-2	85	117
CSC1=NCCN1C(=O)C(C)(C)Oc1ccc(Cl)cc1	2	-2	101	98	-4	-1	96	106
Cc1ccc(C(=O)N2NC(c3ccc(F)cc3)C3C(=O)N(c4ccc(C)cc4)C(=O)C32)cc1 (stereo not given)	-3	1	96	96	-2	-1	91	103
CCOCCCN(C(=O)c1snc(C(N)=O)c1N)C(C(=O)NC1CCCC1)c1ccc(OC)cc1 (stereo not given)	-3	7	96	106	-7	4	108	105
C#CCOCCOCCOCCNc1nc(N2CCN(C(=O)[C@H]([C@@H](C)CC)n3cc([C@@H](N)Cc4ccc(O)cc4)nn3)CC2)nc(N2CCN(C(=O)[C@H](Cc3ccc(O)cc3)n3cc([C@@H](N)C(C)CC)nn3)CC2)n1 (stereo not given in full)	0	-4	112	102	-2	3	99	95
COc1ccc(CC(O)COS(N)(=O)=O)cc1 (stereo not given)	-9	9	105	95	-4	-4	104	89

Structures above marked active in AHR activator:
Molecule	GASC-1 inh	LAP4 TOR yeast	RPL19A-GFP yeast	procasp3 activ	AHR activator	MEP2 TOR yeast
CCOc1cc(C(=O)N=c2sccn2C)cc(Br)c1OC	15	90	111	4	55*	117

(next part)
SMILES	procasp7 counter	GASC-1 inh	LAP4 TOR yeast	RPL19A-GFP yeast	procasp3 activ	AHR activator	Yeast superoxide	MEP2 TOR yeast
CCCCCCCCCCOC(=O)Cn1c(COc2ccc(Cl)cc2)[n+](C)c2ccccc21	9	30	131	90	-3	0	93	94
Cc1ccc2occ(C(=O)c3ccco3)c(=O)c2c1	-32	8	101	96	-8	16	98	100
CSc1cc(C)n(-c2ccccc2)c(=S)c1C(C)=O	-13	2	98	104	4	-2	94	104
CCCN(CC(=O)Nc1ccccc1C)C(=O)c1ccc(-c2ccccc2)cc1	4	4	94	101	1	6	91	94
Cc1ccccc1SCC(=O)Nc1cc(S(=O)(=O)N2CCOCC2)ccc1N1CCOCC1	3	5	101	98	-3	1	108	93
Cc1nc(N(C)C)c2sc(=S)n(Cc3ccccc3)c2n1	-2	7	92	93	1	-1	109	95
CCNC(=S)NNc1nc(N2CCCCC2)nc(N2CCOCC2)n1	-10	33	106	103	1	3	83	105
CC(C)(C)OC(=O)CN1C(=O)C(Sc2n[nH]c(-c3ccccc3)n2)CCc2ccccc21 (stereo not given)	-1	-1	100	96	2	-2	116	100
Cc1nn(CC(=O)NC2CCCC2)c(C)c1[N+](=O)[O-]	2	9	103	100	2	-2	113	100
COc1cccc(CNc2nc3nc(C)cc(=O)n3[nH]2)c1	1	20	102	102	-2	0	98	104
Cc1[nH]c(=O)c(C(=O)/C=C/c2ccccc2F)c2c1CCCC2	1	-3	115	105	0	-6	103	108
COc1ccc(NC(=S)N(CCC(C)C)C2CCN(C(C)=O)CC2)cc1	-3	4	98	103	-5	8	96	105
O=C(O)c1cn(C2CC2)c2cc(N3CCN(S(=O)(=O)c4ccc5c(c4)OCCO5)CC3)c(F)cc2c1=O	3	-2	84	97	-5	7	100	97
CCOC(=O)N1CCN(S(=O)(=O)c2ccc(C)c(C)c2)CC1	7	0	107	95	5	5	100	101
COc1ccc2nc(C)cc(Sc3nc4ccccc4s3)c2c1	-4	-3	65[may fluoresce violet]	43*[may fluoresce violet]	-1	9	86	675*[may fluoresce violet]
Cc1cccc([N+](=O)[O-])c1NC(=O)COC(=O)C1CC2CCCC(C1)C2=O (stereo not given)	8	-5	99	100	-1	-4	91	104
CC(=O)Nc1c(NC(C)(C)C)c2ccccc2oc1=O	8	-10	99	98	-6	-1	87	101
CCn1cc(CN2CCC(Oc3ccc(C(=O)N4CCCCC4)cc3)CC2)cn1	15	-6	93	97	3	-2	97	95
COc1ccc(N(CC(=O)N/N=C/c2ccc3c(c2)OCO3)S(=O)(=O)c2ccc(NC(C)=O)cc2)cc1	-1	12	94	103	-4	9	117	106
COC(=O)C1=C(N)Oc2cc(C)[nH]c(=O)c2C1c1cc(OC)c(OC)c(OC)c1 (stereo not given)	4	10	109	103	5	6	95	102
CCn1c(C)nc2c1C(=O)c1ccccc1C2=O	8	21	95	94	-5	3	151	94
O=C(CCNC(=O)c1ccco1)Nc1ccc(F)c(Cl)c1	-3	-3	92	100	3	0	110	105

Rows are unselected; about 3.8% have a hit in one of these screens.
